# Assay outcomes from PubChem.
# GASC1 inh – inhibitors of GASC-1 (KDM4C) histone demethylase, primary screen, biochemical, single concentration HTS. Lysine-specific demethylase 4C (Homo sapiens), Q9H3R0. GST-KDM4C 2-372, H3K9me3 peptide, LANCE TR-FRET. hit rate 0.15% among 96,000. AID 720574, 2013. inhibition, % at 12.5 µM;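 active = mean replicate inhibition above about 25%, with at least 55% of replicates also reaching it, limit read from the data, passing the limit was not always enough; inconclusive = only one of those two conditions met; inactive = neither condition met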
# Target sequence (Q9H3R0 2-372 limits assumed): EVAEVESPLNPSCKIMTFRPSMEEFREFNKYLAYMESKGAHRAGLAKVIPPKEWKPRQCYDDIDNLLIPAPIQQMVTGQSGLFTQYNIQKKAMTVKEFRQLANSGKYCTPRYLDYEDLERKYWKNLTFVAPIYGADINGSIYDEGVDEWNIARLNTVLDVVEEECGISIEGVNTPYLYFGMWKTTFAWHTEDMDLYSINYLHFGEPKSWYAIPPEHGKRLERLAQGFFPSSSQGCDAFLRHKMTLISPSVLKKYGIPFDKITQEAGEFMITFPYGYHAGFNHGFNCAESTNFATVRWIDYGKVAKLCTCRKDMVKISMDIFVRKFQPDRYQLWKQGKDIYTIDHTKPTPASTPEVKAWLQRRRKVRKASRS
#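 Compound: one test concentration per compound; Material: GST-GASC-1 enzyme fragment 2-372; Amount: GASC-1 enzyme at 10 nM final in reaction; Also added: H3K9me3 peptide substrate, Fe(II), 2-oxoglutarate; Technique: LANCE TR-FRET; Times: 30 min demethylation and 1 h detection at room temperature.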
# C diff HTS – C. difficile growth inhibitors, primary screen, HTS | hit rate 0.25% among 86,000 | Clostridium difficile clinical isolate growth, OD600, 24 h; stronger effect = lower value | AID 1259249, 2017 | growth activity, negative = inhibition, % at 16 µg/mL (by protocol);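 active = mean growth activity at or below -80% and every replicate also at or below -80%; inconclusive = mean at or below -80% but some replicate above -80%; inactive = mean growth activity above -80%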;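 also: 0% = DMSO wells and -100% = levofloxacin 16 µg/mL wells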
# Pf Dd2 inh – P. falciparum Dd2 growth inhibitors, primary screen, SYBR Green fluorescence, single dose replicates. 72 h; stronger effect = lower value. activity change, % at 10 µM. hit rate 2.3% among 94,000; in the data active = activity change below about -80%; inconclusive = no clear call, values can overlap the other calls
# Tcruzi prolif – T. cruzi intracellular proliferation inhibitors, primary screen, cell-based, beta-gal Tulahuen parasites, NIH3T3 host, luminescence | inhibition, % at 8.34 µM | T. cruzi beta-gal in NIH3T3, GalScreen luminescence, 90 h | hit rate 5.9% among 77,000;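 active = mean inhibition above about 93%, with at least 55% of replicates each passing it, limit read from the data, passing the limit was not always enough; inconclusive = only one of those two conditions holds; inactive = neither condition holds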
# An asterisk follows results filed as active; ? = inconclusive; nt = no result given; & = joins results of further samples. Random draw from the library; any-hit rate near 7.3%.
SMILES,GASC1 inh,C diff HTS,Pf Dd2 inh,Tcruzi prolif
Cc1noc(C)c1NC(=O)N(C)C[C@@H]1Oc2c(NS(=O)(=O)c3cn(C)cn3)cccc2C(=O)N([C@@H](C)CO)C[C@@H]1C,-0.2,4,33,89
C[C@H](CO)N1C[C@H](C)[C@@H](CN(C)Cc2ccc(Cl)c(Cl)c2)Oc2c(NC(=O)Nc3ccc4c(c3)OCO4)cccc2C1=O,-0.1,nt,-38,85
C[C@@H]1CN([C@@H](C)CO)C(=O)c2cccc(NC(=O)C3CC3)c2O[C@H]1CN(C)C(=O)Nc1ccc2c(c1)OCO2,3.6,-6,17,66
C/C=C/c1ccc([C@@H]2[C@H](CO)N(C(C)=O)[C@H]2CN(C(=O)COC)C(C)C)cc1,0.2,-5,4,11
CO[C@@H]1CN(C)C(=O)c2ccc(NC(=O)Nc3c(C)noc3C)cc2OC[C@@H](C)N(CCC(F)(F)F)C[C@H]1C,-0.6,nt,-25,36
C[C@H](CO)N1C[C@H](C)[C@@H](CN(C)C(=O)c2ccc(N3CCN(C)CC3)cc2)OCc2cnnn2CCCC1=O,0.9,1,12&3,18&-13
C[C@@H]1CN([C@H](C)CO)C(=O)Cc2cc(NS(=O)(=O)c3cccs3)ccc2O[C@H]1CN(C)S(=O)(=O)c1cccs1,3.8,nt,5,23
C[C@@H]1CN([C@H](C)CO)C(=O)c2cc(NS(=O)(=O)c3ccc(Cl)cc3)ccc2O[C@H]1CN(C)Cc1ccncc1,-0.8,10,21,18
C[C@H](CO)N1C[C@H](C)[C@H](CN(C)Cc2ccc3c(c2)OCO3)Oc2ccc(NC(=O)CCC(F)(F)F)cc2CC1=O,1.3,0,3,46
C[C@H]1CN([C@@H](C)CO)C(=O)CCCn2nncc2CO[C@H]1CN(C)C(=O)Nc1ccc(N2CCCCC2)cc1,0.5,0&1,?,-11&45
C[C@H](NC(=O)C[C@H]1C=C[C@@H](NC(=O)c2cccnc2)[C@H](CO)O1)c1ccccc1,-0.7,1,7,-51
C[C@@H]1CCCCO[C@H](CN(C)S(=O)(=O)c2cn(C)cn2)[C@@H](C)CN([C@@H](C)CO)C(=O)c2cc(NC(=O)c3ccccc3)ccc2O1,7.2,1,15,4
O=C(Nc1ccc2c(c1)[C@@H]1C[C@H](CC(=O)N3CCCCC3)O[C@H](CO)[C@@H]1O2)C1CCOCC1,-2.9,nt,27,-42
O=C(C[C@H]1CC[C@@H]2NC[C@@H](O)COC[C@H]2O1)NCc1ccc(Oc2ccccc2)cc1,4.3,-2&-7,-43,-67
C[C@@H]1CCCCO[C@@H](CN(C)C(=O)Nc2ccc3c(c2)OCO3)[C@H](C)CN([C@H](C)CO)C(=O)c2cc(NS(C)(=O)=O)ccc2O1,0.3,2,-35,-21
CC(C)C(=O)Nc1ccc2c(c1)C(=O)N(C)[C@H]1CC[C@H](CC(=O)Nc3ccccc3)O[C@H]1CO2,-0.4,-5,-8,64
CO[C@H]1CN(C)C(=O)c2ccc(NC(C)=O)cc2OC[C@H](C)N(S(=O)(=O)c2cn(C)cn2)C[C@@H]1C,-0.8,0,-6,nt
CCC(=O)N[C@@H]1CC[C@@H](CC(=O)NCc2cc(F)cc(F)c2)O[C@H]1CO,4.6,nt,16,-35
COc1ccccc1S(=O)(=O)N[C@H]1CC[C@H](CC(=O)NCc2cc(F)cc(F)c2)O[C@H]1CO,-1.8,-1,-1,nt
O=C(NC1CCCCC1)N1CC(=O)N2[C@H](C1)[C@@H](c1ccc(-c3cccc(F)c3)cc1)[C@@H]2CO,-2.3,-11,4,nt
CCCC(=O)Nc1ccc2c(c1)C(=O)N(C)C[C@@H](OC)[C@@H](C)CN[C@H](C)CO2,0.7,10,nt,-21
C[C@H]1CCCCO[C@H](CN(C)Cc2ccc(C(=O)O)cc2)[C@@H](C)CN([C@@H](C)CO)C(=O)c2cc(NC(=O)CCC(F)(F)F)ccc2O1,1.1,-5,42,-28
COCC(=O)N1[C@@H](CO)[C@@H](c2ccc(-c3ccccc3OC)cc2)C12CN(C(C)=O)C2,-0.4,-10,-13,nt
COC(=O)C[C@@H]1CC[C@@H]2[C@H](COc3ccc(NC(=O)C4CCOCC4)cc3C(=O)N2C)O1,1.3,-2,-4,20
C[C@H](CO)N1C[C@H](C)[C@H](CN(C)C(=O)CN(C)C)Oc2ncc(-c3ccc(C(=O)N(C)C)cc3)cc2C1=O,1.5,-4,45,-2
CCCNC(=O)Nc1ccc2c(c1)C(=O)N(C)C[C@@H](OC)[C@@H](C)CN(Cc1ccncc1)[C@@H](C)CO2,1.3,0,-22,-5
C[C@@H]1CCCCO[C@@H](CN(C)C(=O)Nc2ccccc2)[C@@H](C)CN([C@H](C)CO)C(=O)c2cc(NC(=O)NC3CCCCC3)ccc2O1,-0.3,nt,9,23
C[C@@H]1CCCCO[C@H](CN(C)C(=O)CCC(F)(F)F)[C@H](C)CN([C@H](C)CO)C(=O)c2cc(N(C)C)ccc2O1,-0.5,-1,nt,38
C/C=C/c1ccc([C@H]2[C@@H](CO)N3CCCCN(S(=O)(=O)c4ccc(OC)cc4)C[C@@H]23)cc1,-0.3,13,-15,95*
C[C@@H]1CCCCO[C@H](CN(C)Cc2ccc(C(=O)O)cc2)[C@@H](C)CN([C@H](C)CO)C(=O)c2cc(NC(=O)Nc3ccc(C(F)(F)F)cc3)ccc2O1,0.3,-1,32,41

# Part of the list above, field by field.
C[C@H](CO)N1C[C@H](C)[C@H](CN(C)C(=O)CN(C)C)Oc2ncc(-c3ccc(C(=O)N(C)C)cc3)cc2C1=O
  GASC1 inh: 1.5
  C diff HTS: -4
  Pf Dd2 inh: 45
  Tcruzi prolif: -2
CCCNC(=O)Nc1ccc2c(c1)C(=O)N(C)C[C@@H](OC)[C@@H](C)CN(Cc1ccncc1)[C@@H](C)CO2
  GASC1 inh: 1.3
  C diff HTS: 0
  Pf Dd2 inh: -22
  Tcruzi prolif: -5

# (list continues)
SMILES,GASC1 inh,C diff HTS,Pf Dd2 inh,Tcruzi prolif
Cc1cccc(S(=O)(=O)N[C@H]2CC[C@@H](CCn3cc(-c4ccccn4)nn3)O[C@H]2CO)c1,1.0,-1,-11,37
COCC(=O)N1[C@@H](C#N)[C@@H](c2ccc(C#Cc3ccccc3F)cc2)[C@@H]1CO,1.7,11,-7,106*
C[C@@H]1CN([C@H](C)CO)C(=O)c2cc(NC(=O)Cc3ccccc3)ccc2O[C@@H]1CN(C)CC1CCCCC1,-0.7,2,23,76
COc1ccc(S(=O)(=O)Nc2cccc3c2O[C@@H](CN(C)C(=O)Nc2ccc4c(c2)OCO4)[C@H](C)CN([C@@H](C)CO)C3=O)cc1,1.4,-1,7,13
CN1CCN(C(=O)C[C@H]2C[C@@H]3c4cc(NC(=O)Cc5ccncc5)ccc4O[C@@H]3[C@@H](CO)O2)CC1,1.9,nt,28,19
C[C@@H]1CN([C@@H](C)CO)C(=O)c2cc(NC(=O)Nc3cccc4ccccc34)ccc2O[C@@H](C)CCCCO[C@H]1CN(C)C(=O)CCCN(C)C,1.7,-1,-5,56
N#C[C@H]1N[C@H](CO)[C@@H]1c1ccc(C2=CCCC2)cc1,-2.4,2,33,84
COc1ccc(CN(C)C[C@@H]2OCc3cnnn3CCCC(=O)N([C@H](C)CO)C[C@H]2C)cc1,0.3,1&-5,-2&-4,-14&-143
COc1cccc(NC(=O)N2[C@@H](CO)[C@@H](c3ccccc3)[C@@H]2CNC(C)C)c1,2.5,13,-89*,74
C[C@H](CO)N1C[C@H](C)[C@@H](CN(C)Cc2ccc(C(F)(F)F)cc2)OCCCC[C@H](C)Oc2ccc(NC(=O)Nc3ccc4c(c3)OCO4)cc2C1=O,-1.7,nt,21,80

# Next section, starting with the last four of the part before.
SMILES,GASC1 inh,C diff HTS,Pf Dd2 inh,Tcruzi prolif
N#C[C@H]1N[C@H](CO)[C@@H]1c1ccc(C2=CCCC2)cc1,-2.4,2,33,84
COc1ccc(CN(C)C[C@@H]2OCc3cnnn3CCCC(=O)N([C@H](C)CO)C[C@H]2C)cc1,0.3,1&-5,-2&-4,-14&-143
COc1cccc(NC(=O)N2[C@@H](CO)[C@@H](c3ccccc3)[C@@H]2CNC(C)C)c1,2.5,13,-89*,74
C[C@H](CO)N1C[C@H](C)[C@@H](CN(C)Cc2ccc(C(F)(F)F)cc2)OCCCC[C@H](C)Oc2ccc(NC(=O)Nc3ccc4c(c3)OCO4)cc2C1=O,-1.7,nt,21,80
C[C@@H]1CN([C@H](C)CO)C(=O)c2cccc(NC(=O)Nc3ccccc3)c2O[C@@H]1CN(C)Cc1ccc(Oc2ccccc2)cc1,-1.3,37,-25,7
CC(C)NC(=O)NCC[C@@H]1CC[C@@H](NS(=O)(=O)c2ccc(Oc3ccccc3)cc2)[C@@H](CO)O1,-1.2,nt,4,-34
O=C(NCC1CC1)[C@H]1[C@H](CO)[C@H]2Cn3c(ccc(-c4cccc(F)c4)c3=O)[C@H]2N1CC1CC1,7.2,6,1,67
C[C@@H]1CN([C@H](C)CO)S(=O)(=O)c2ccc(C3=CCCC3)cc2O[C@H]1CN(C)C(=O)c1ccccn1,-0.2,1,-24,25
CO[C@H]1CC[C@@H]2CCOc3c(C#N)cccc3C(=O)N(C)CC3(CCCCC3)CC(=O)N(C)C[C@@H]1O2,3.4,nt,-3,28
CCCC(=O)Nc1ccc2c(c1)OC[C@@H](C)N(CC1CCCC1)C[C@@H](C)[C@H](OC)CN(C)C2=O,0.3,-2,-64,nt
CC(C)NC(=O)N1C[C@@H]2[C@H](c3ccccc31)[C@H](CO)N2Cc1ccccn1,5.6,15,23,5
COCC#Cc1cnc2c(c1)C(=O)N([C@H](C)CO)C[C@H](C)[C@H](CN(C)C(=O)Nc1ccc(OC)cc1)O2,0.7,-1,-3,68
Cc1noc(C)c1S(=O)(=O)Nc1ccc2c(c1)C(=O)N([C@@H](C)CO)C[C@@H](C)[C@H](CN(C)Cc1ccc(C(F)(F)F)cc1)OCCCC[C@@H](C)O2,0.2,nt,-46,108*
CCCNC(=O)C[C@H]1C[C@H]2c3cc(NC(=O)Nc4ccccc4)ccc3O[C@H]2[C@@H](CO)O1,0.7,0,4,11
CCCN1C[C@@H](C)[C@@H](OC)CN(C)C(=O)c2ccc(NC(=O)CC(F)(F)F)cc2OC[C@H]1C,-0.1,0,1,nt
O=C(C[C@@H]1CC[C@@H]2[C@H](COC[C@H](O)CN2C(=O)Nc2ccccc2)O1)NCc1ccccc1F,3.9,nt,11,-6
COc1ccc(S(=O)(=O)N(C)C[C@H]2OCCCC[C@H](C)Oc3ccc(NC(=O)CCCN(C)C)cc3C(=O)N([C@H](C)CO)C[C@H]2C)cc1,45*,-8,-3,54
C[C@@H]1CN([C@H](C)CO)C(=O)c2cccc(NC(=O)Nc3ccc(F)cc3)c2O[C@@H]1CN(C)C(=O)Nc1ccc2c(c1)OCO2,-2.5,-2,-16,68
C[C@H]1CN([C@@H](C)CO)S(=O)(=O)c2ccc(Br)cc2O[C@H]1CN(C)S(=O)(=O)c1ccccc1,0.4,5&7,13&2,nt
C[C@H](NC(=O)C[C@@H]1C[C@H]2c3cc(NC(=O)C4CCC4)ccc3O[C@H]2[C@@H](CO)O1)c1ccccc1,-3.7,-2,4,-25
Cc1noc(C)c1NC(=O)Nc1ccc2c(c1)C(=O)N([C@@H](C)CO)C[C@@H](C)[C@H](CN(C)C(=O)CCCN(C)C)OCCCC[C@@H](C)O2,1.2,2,48,-4
C[C@@H](O)C#Cc1ccc([C@@H]2[C@@H](CO)N3CCCCN(S(=O)(=O)Cc4ccccc4)C[C@@H]23)cc1,-0.6,-4,0,88
O=C(Cc1ccccc1)N1CC[C@@H]2[C@@H](CO)Nc3ccc(-c4cccc(F)c4)cc3[C@@H]21,-1.8,10,11,84
N#Cc1ccc(-c2ccc3c(c2)[C@H]2[C@H](CCN2C(=O)CN2CCOCC2)[C@@H](CO)N3)cc1,-2.5,3,-33,83
Cc1cc(C(=O)Nc2cccc3c2O[C@@H](CN(C)S(=O)(=O)c2cn(C)cn2)[C@@H](C)CN([C@H](C)CO)C3=O)n(C)n1,0.7,nt,37,74
CC(C)CC#Cc1cnc2c(c1)C(=O)N([C@@H](C)CO)C[C@H](C)[C@@H](CN(C)C(=O)CC1CC1)O2,-2.6,1,7,15
O=C(CCN1CCCCC1)N[C@H]1CC[C@H](CCNC(=O)c2cc(Cl)cc(Cl)c2)O[C@H]1CO,-1.3,nt,-55,-20
Cc1ccccc1-c1ccc([C@@H]2[C@@H](CO)N3CCCCN(S(=O)(=O)c4cn(C)cn4)C[C@H]23)cc1,-0.7,-6,-37,89
O=C(N[C@@H]1CC[C@H](CC(=O)N2CCN(c3ccccc3)CC2)O[C@@H]1CO)c1ccncc1,-0.3,-2,12,-4
